# Menin MLL FP TR: qHTS Assay for Inhibitors Targeting the Menin-MLL Interaction in MLL Related Leukemias: Competition With Texas Red Labeled MLL-derived Mutant Peptide; O00255; Menin + Texas Red MLL mutant peptide, fluorescence polarization; Potency, µM (highest dose often 61.6 µM), for the others: top-dose FP activity change, negative = inhibition, usual class: inhibitors; actives 0.23% (n = 270,000); AID 1768, 2009; active = well fitted inhibition curve with a large enough effect in the polarisation, with a control signal flat, not every such curve was filed as active; inconclusive = small, poorly fitted or top-dose-only effect, or effect the other way, or a change in a side signal; inactive = no such curve, though single readings can be large or run the other way; the % refers to the polarisation; note: potency is the fitted concentration of half-maximal effect; % of control where 0% means no effect; many of its hits are not listed in these tables
# MBNL1 CUG block: qHTS Assay for Inhibitors of MBNL1-poly(CUG) RNA binding | AID 2675, 2010 | Muscleblind-like protein 1 (Homo sapiens), Q9NR56 | Potency, µM (doses to about 57.5 µM), for inactives: at the highest dose activity change, negative = inhibition, most hits filed as inhibitors | actives 0.036% (n = 280,000) | TR-FRET MBNL1-His/biotin-(CUG)12 binding, 665/545 ratio; active = well fitted inhibition curve with a large enough effect in the signal ratio, with a control signal flat, not every such curve was filed as active; inconclusive = small, poorly fitted or top-dose-only effect, or effect the other way, or a change in a side signal; inactive = no such curve, though single readings can be large or run the other way; the % refers to the signal ratio; note: potency is the fitted concentration of half-maximal effect; % is set by controls: 0 for no effect and ±100 for the full control effect
#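 Compounds (final 92 nM to 58 uM) are added to His-tagged MBNL1 and biotin-(CUG)12, then terbium anti-His antibody and streptavidin-XL665 (5 nM final). After 60 min at room temperature, the 665/545 nm ratio is read.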
# PKM2 activator: qHTS Assay for Activators of Human Muscle isoform 2 Pyruvate Kinase. Pyruvate kinase PKM (Homo sapiens), P14618. purified PKM2, Kinase-Glo ATP luminescence, activation; response scale: 0% is enzyme alone, no compound. Potency, µM (top dose mostly 57.5 µM), for the others: at the top dose activation, hits mostly activators. actives 0.34% (n = 260,000). AID 1631, 2009; note: potency is the fitted concentration of half-maximal effect; % is set by controls: 0 for no effect and ±100 for the full control effect; nearly all actives have a fitted effect of over 55% in size
#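 Purified hPK-M2 (>95%) run at intermediate activity with 0.1 mM ADP and 0.5 mM PEP in 50 mM imidazole pH 7.2, KCl, MgCl2; 1 h room temperature. ATP formed read by Kinase-Glo luminescence; normalized to uninhibited and no-enzyme controls.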
# Mito fusion yeast: qHTS Assay for Small Molecule Inhibitors of Mitochondrial Division or Activators of Mitochondrial Fusion. AID 485298, 2010. actives 0.23% (n = 320,000). Potency, µM (titrated, usually from 46.1 µM), for inactives: at the top dose growth rescue (activation), hits mostly activators. S. cerevisiae fusion-defective mutant growth rescue, CellTiterGlo 48 h;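 note: potency is the fitted concentration of half-maximal effect; % of control where 0% means no effect; nearly all actives have a fitted effect of over 45% in size; temperature-sensitive fusion mutants such as fzo1-1 at 37 °C on non-fermentable ethanol glycerol medium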
#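 Read-out: ATP-based luminescence (CellTiterGlo, 10 min ambient) reporting growth of fusion-defective ts yeast after 48 hours at 37C on glycerol/ethanol YPEG medium in the presence of compound.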
# KCNH2 3.1 block: qHTS for Inhibitors of KCHN2 3.1: Mutant qHTS. Potassium voltage-gated channel subfamily H member 2, brain isoform KCNH2 3.1 (human). U2OS KCNH2 3.1, thallium flux FluxOr; hits give low values. activity change, % (tested at about 1.8 µM). actives 0.95% (n = 340,000);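 active = maximum activity change below -70%; inconclusive = maximum activity change from -70% to -50%; inactive = maximum activity change above -50%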;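 note: thallium influx rate constant from kinetic fluorescence after stimulation buffer; % is set by controls: 0 for no effect and ±100 for the full control effect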
#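 Thallium flux read-out: FluxOr dye with Red40 quencher in HBSS/HEPES, 45 min at RT. Rate constants from kinetic reads were normalized to positive and negative DMSO controls. Cells: U2OS virally expressing the 3.1 isoform.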
# Rab9 promoter act: qHTS Assay for Rab9 Promoter Activators; actives 2.8% (n = 320,000); Potency, µM (top dose mostly 9.22 µM), for inactives: at the top dose activation, negative = inhibition, hits mostly activators; Huh7 Rab9 promoter-luciferase reporter, luminescence, 24 h; note: potency is the fitted concentration of half-maximal effect; % of control where 0% means no effect; nearly all actives have a fitted effect of over 60% in size
#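 Cells were plated at 1500 per well in reduced-serum medium with 10% FBS and left 2 h. Compound in DMSO was then added for 24 h at 37 °C. Reporter signal was read by luminescence after 10 min with luciferase detection reagent.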
# VP16 counter: VP16 counterscreen qHTS for inhibitors of ROR gamma transcriptional activity | Drosophila S2 Gal4-VP16 UAS-luciferase, luminescence, 20 h | Potency, µM (highest dose often 53.6 µM), for inactives: top-dose activity, negative = inhibition, usual class: inhibitors | actives 3.5% (n = 310,000) | AID 2546, 2010;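 note: Gal4-VP16 expression switched on by copper sulfate through the metallothionein promoter; potency is the fitted concentration of half-maximal effect; % is set by controls: 0 for no effect and ±100 for the full control effect; nearly all actives have a fitted effect of over 50% in size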
# RORg inh: qHTS for inhibitors of ROR gamma transcriptional activity; Nuclear receptor ROR-gamma (Mus musculus), P51450; Potency, µM (top dose mostly 53.6 µM), for the others: at the top dose activity change, negative = inhibition, usual class: inhibitors; actives 5.4% (n = 310,000); Drosophila S2 Gal4-RORgamma UAS-luciferase reporter, 20 h; note: potency is the fitted concentration of half-maximal effect; % is set by controls: 0 for no effect and ±100 for the full control effect; nearly all actives have a fitted effect of over 60% in size
# Target sequence (P51450 whole entry, looked up, the tested form may be a part): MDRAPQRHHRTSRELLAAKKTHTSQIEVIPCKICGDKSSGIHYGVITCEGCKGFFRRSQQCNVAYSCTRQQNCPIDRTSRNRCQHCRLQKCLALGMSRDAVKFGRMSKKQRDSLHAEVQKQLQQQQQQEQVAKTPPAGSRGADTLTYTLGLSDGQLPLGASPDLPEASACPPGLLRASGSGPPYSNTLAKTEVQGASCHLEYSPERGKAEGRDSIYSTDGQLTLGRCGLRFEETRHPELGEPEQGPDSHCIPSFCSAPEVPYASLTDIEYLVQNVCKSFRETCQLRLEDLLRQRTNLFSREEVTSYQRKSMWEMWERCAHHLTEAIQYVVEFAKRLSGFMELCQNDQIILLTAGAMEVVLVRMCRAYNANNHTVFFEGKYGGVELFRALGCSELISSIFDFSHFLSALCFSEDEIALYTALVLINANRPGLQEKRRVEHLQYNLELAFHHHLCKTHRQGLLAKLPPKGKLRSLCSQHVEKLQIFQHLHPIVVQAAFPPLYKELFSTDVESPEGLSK
#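 Compounds are pin-transferred onto Drosophila Schneider cells expressing a copper-inducible Gal4–ROR gamma transactivation domain fusion. After 1 hr, copper sulfate is added to 700 uM final; luciferase is read 20 hr later.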
# FLuc modulator: qHTS profiling assay for firefly luciferase inhibitor/activator using purifed enzyme and Km concentrations of substrates (counterscreen for miR-21 project); Luciferin 4-monooxygenase (Photinus pyralis), P08659; purified FLuc, Km substrates, luminescence inhibition; Potency, µM (doses to about 57.5 µM), for inactives: at the highest dose activity change, negative = inhibition, actives largely listed as inhibitors; actives 6.9% (n = 360,000);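 note: potency is the fitted concentration of half-maximal effect; plate controls were vehicle for no effect and reference inhibitor for full effect; nearly all actives have a fitted effect of over 55% in size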
# Target sequence (P08659 whole entry, looked up): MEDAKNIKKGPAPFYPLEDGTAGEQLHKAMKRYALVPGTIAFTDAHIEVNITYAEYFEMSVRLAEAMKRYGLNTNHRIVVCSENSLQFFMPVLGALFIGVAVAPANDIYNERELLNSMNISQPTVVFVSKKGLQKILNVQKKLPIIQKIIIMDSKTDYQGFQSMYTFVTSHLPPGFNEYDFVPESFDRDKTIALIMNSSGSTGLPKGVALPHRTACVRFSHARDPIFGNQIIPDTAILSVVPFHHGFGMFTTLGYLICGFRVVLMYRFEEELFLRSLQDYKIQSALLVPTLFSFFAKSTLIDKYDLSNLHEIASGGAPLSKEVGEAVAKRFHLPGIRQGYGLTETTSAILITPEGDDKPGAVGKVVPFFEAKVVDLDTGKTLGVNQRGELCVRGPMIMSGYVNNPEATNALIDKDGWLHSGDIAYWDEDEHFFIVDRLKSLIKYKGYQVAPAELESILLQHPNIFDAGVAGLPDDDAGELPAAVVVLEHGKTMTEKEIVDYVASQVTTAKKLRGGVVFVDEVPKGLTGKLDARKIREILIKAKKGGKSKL
#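 Biochemical qHTS of compounds, final roughly 60 µM downward over six points, against 10 nM purified firefly luciferase using Km concentrations of substrates (10 uM D-luciferin, 10 uM ATP) in Tris acetate pH 7.5 buffer; luminescence output.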
# ELG1 repair inh: qHTS screen for small molecules that inhibit ELG1-dependent DNA repair in human embryonic kidney (HEK293T) cells expressing luciferase-tagged ELG1. AID 504467, 2011. HEK293T ELG1-luciferase reporter, luminescence, 16 h; DNA damage induced by 5-fluorouridine. Potency, µM (top dose mostly 46.1 µM), for the others: top-dose activity change, negative = inhibition, most hits filed as inhibitors. actives 2.3% (n = 330,000); note: potency is the fitted concentration of half-maximal effect; % is set by controls: 0 for no effect and ±100 for the full control effect; nearly all actives have a fitted effect of over 55% in size
#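 Overnight (16 hr) co-exposure of 2,000 cells/well to 5-fluorouridine and compound at 37 °C preceded detection. Luciferase was quantified via ONE-Glo luminescence; loss of signal denotes inhibition.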
# NPC1 prom act: qHTS Assay for NPC1 Promoter Activators; actives 2.4% (n = 320,000); Huh7 NPC1 promoter luciferase reporter, 24 h; Potency, µM (doses to about 9.22 µM), for inactives: top-dose activation, actives largely listed as activators; AID 485313, 2010;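 note: potency is the fitted concentration of half-maximal effect; % of control where 0% means no effect; nearly all actives have a fitted effect of over 60% in size; reporter is driven by a mutant NPC1 promoter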
#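 Readout is luciferase luminescence, reflecting NPC1 promoter activation in stably transfected Huh7 cells after 24 h compound exposure at 37 °C in reduced-serum medium with 10% FBS.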
# Numbers without * were called inactive; ? = inconclusive; · = not tested or not shown; & = joins results of further samples; [ ] = remark or other dose. Unless noted, calls come from the whole dose curve; as a rule, active = well fitted curve in the direction sought with a large enough effect; inconclusive = small, poorly fitted or top-dose-only effect, or another doubt; inactive = no such curve, though single readings can be large; an effect the other way counts as inactive or inconclusive.
SMILES,Menin MLL FP TR,MBNL1 CUG block,PKM2 activator,Mito fusion yeast,KCNH2 3.1 block,Rab9 promoter act,VP16 counter,RORg inh,FLuc modulator,ELG1 repair inh,NPC1 prom act
COc1ccc(-c2oc3ccccc3c2C#Cc2cncn2C)cc1,·,·,·,?,·,-6.5%,·,·,?,?,-2.5%
Cc1cccc(C)c1OCc1nc2ccccc2[nH]1,5.8%,-11.7%[11.5 µM],15.9%,·,-2.9,-0.2%,-4.3%,-8.3%,?,-14.9%,-5.5%
COc1cc(NC(=O)CCN2CCN(C)CC2)cc(OC)c1,6.8%,1.9%,-1.7%,0.5%,34.4,-1.2%,0.3%,43.8%[1.91 µM],2.8%,-0.1%,2.3%
CCC(C)OC(=O)C1C(c2ccccc2)C(C(=O)O)C1c1ccccc1 (stereo unspecified),1.2%,0.4%,2.0%,-1.4%,0.1,-3.2%,-5.8%,10.2%,0.9%,2.0%,1.4%
CCCCC1(CC(=O)OCC)C(=O)N(c2ccccc2)N(c2ccccc2)C1=O,1.1%,?,1.2%,10.6%,5.4,-0.6%,-15.1%,-1.3%,-0.4%,-3.1%,-6.7%
O=C(CCn1cccc1)N1CCc2ccccc21,12.1%,-4.2%,2.3%,-4.0%,11.5,-3.7%,29.0%,15.0%,-1.9%,?,2.4%
COc1ccc(NC(=O)c2cc(=O)c3ccccc3o2)cc1Cl,6.8%,-3.2%,-2.9%,-0.1%,7.2,-1.1%,3.5%,-0.9%[1.91 µM],10.5%,-0.8%,-0.3%
CC1CCN(S(=O)(=O)c2ccc(S(=O)(=O)NCc3ccco3)cc2)CC1,27.5%,-0.6%,0.4%,-0.1%,2.5,10.5%,22.4%,-11.5%,2.2%,5.5%,-2.5%
O=C(CSc1nc2ccccc2c(=O)n1-c1ccc(F)cc1F)c1c[nH]c2ccccc12,?,-0.2%,1.1%,13.0%,-0.1,1.0%,-2.5%,?,-11.3%,?,-1.3%
CC12CCC(=O)N1C(C(=O)Nc1ccc(F)c(Cl)c1)CS2 (stereo unspecified),·,·,·,-1.2%,-4.5,0.1%,·,·,-1.9%,-0.6%,-0.4%
COc1ccc(Cl)cc1NC(=O)[C@@H]1CCCN1C(=O)c1cccs1,1.0%,-6.1%,0.1%,4.7%,4.6,-1.9%,-3.9%,39.0%,3.9%,2.7%,1.0%
CCCCCCCCOC(=O)/C=C/c1c(C)[nH]c(=O)[nH]c1=O,-1.3%,·,-2.5%,3.2%,11.0,-10.7%,?,1.0%[10 µM],2.8%,-5.5%,-4.3%
O=C1C2CC=C(Cl)CC2C(=O)N1CC1Cc2ccccc2CO1 (stereo unspecified),3.8%,-2.0%,-13.3%,-0.1%,-3.0,-6.2%,2.7%,0.2%,2.3%,10.7%,-1.9%
CCc1ccc(OCC(=O)NNC(=O)c2cc3ccccc3o2)cc1,19.8%,1.6%,-13.3%,-1.1%,11.8,-5.5%,-2.6%,0.2%,-8.0%,16.4%,1.8%
Cc1cccn2c(CNCCCn3ncc4ccccc43)c(C(=O)N3CCCCC3)nc12,-4.2%,-3.0%,1.1%,5.6%,-13.1,-4.3%,0.0%,25.0%,1.9%,2.2%,-6.0%
CN(C)c1ccc(NS(=O)(=O)c2cc(Cl)ccc2Cl)cc1,18.9%,-2.0%,29.9%,21.6%,-20.5,-0.5%,7.3%,37.1%,19µM*,18.0%,-2.4%
CC(C)OC(=O)CSc1nc(Cc2ccccc2)nc2ccccc12,?,6.7%,-0.2%,?,-4.3,-2.2%,-1.5%,-29.2%,-1.4%,-2.3%,-3.9%
CCN(CCCNc1ncnc2nc[nH]c12)c1cccc(C)c1,-11.0%,4.7%,-0.9%,2.9%,-0.3,-6.7%,-7.7%,?,1.1%,?,-8.0%
O=C1c2ccccc2CN1c1ccccc1,2.2%,1.9%,-15.8%,-2.5%,-7.7,2µM*,-14.6%,3.5%,16.9µM*,?,?
O=C(c1cccs1)N(Cc1cccc(Cl)c1)C1CCS(=O)(=O)C1 (stereo unspecified),-10.8%,-3.2%,-1.0%,-3.0%,-18.6,8.9%,18.9%,33.4%,-2.2%,3.6%,-3.5%
O=C(O)c1cc(-c2cccs2)nn1-c1cccc(Cl)c1,?,8.6%,·,7.2%,-34.4,-0.6%,6.0%,-30.6%,?,?,0.2%
Cc1nnc(N/N=C/c2ccccc2O)n1N,-2.6%,4.1%,0.8%,9.3%,-10.0,20.5%,?,1.26µM*,?,-19.5%,4.9%
CCc1nn2c(=O)cc(N3CCN(c4cc(C)nc5ccccc45)CC3)nc2s1,-3.2%,?,0.4%,1.5%,·,0.1%,21.7%,-7.3%,-2.1%,13.2%,1.6%
CCOC(=O)c1sc(Nc2nc3c(F)cccc3s2)cc1C,?,·,13.3%,1.9%,2.2,?,-11.3%,111.3%,-11.2%,?,11.3%
CC(=O)c1cnn(-c2nc3c(C)cccc3s2)c1C,-4.4%,-3.5%,-6.1%,6.7%,5.6,19.0%,2.1%,22.2%,-15.6%,0.0%,6.8%
O=C1CCCCC1,·,·,·,-15.5%,-7.0,1.1%,-4.6%,-26.1%,-0.5%,15.9%,-2.5%
CC(=O)Nc1ccc(NC(=O)Cn2cnc(S(=O)(=O)N3CCOCC3)c2)cc1,·,-10.0%,·,1.5%,-5.1,2.6%,6.2%,-4.9%,-1.5%,9.3%,-0.2%
COc1cc(NS(=O)(=O)c2ccc(NC(=O)/C(=C/c3ccccc3Cl)NC(=O)c3ccccc3)cc2)nc(OC)n1,9.9%,·,-7.8%,0.9%,1.6,-3.2%,-5.2%,-9.1%[10 µM],1.8%,4.2%,-0.2%
CC(C)Cc1cc(-c2ccco2)c(C#N)c(N)n1,-8.8%,27.8%,-1.9%,1.8%,4.4,-1.9%,5.9%,14.8%,2.9%,?,-0.2%
C#CCOCCOCCOCCNc1nc(N2CCN(C(=O)[C@H](CCC(=O)O)n3cc(C(N)CO)nn3)CC2)nc(N2CCN(C(=O)[C@H](Cc3cc4ccccc4[nH]3)n3cc(C(N)[C@H](C)CC)nn3)CC2)n1 (stereo partly specified),?,-29.6%,6.9%,-0.7%,-0.4,-2.3%,?,?,4.0%,-3.2%,-3.3%
CCOC(=O)N1CCN(C(=O)c2ccc3c(c2)N(Cc2cc(C)ccc2C)C(=O)c2ccccc2S3=O)CC1 (stereo unspecified),·,-8.1%,·,1.2%,-12.0,0.3%,-8.2%,18.4%,0.1%&-1.2%,13.2%,-2.5%
CCCCC(=O)Nc1cccc(NC(=S)NC(C)=O)c1,-1.8%,-7.7%,5.3%,0.2%,-7.3,-0.1%,0.6%,19.3%,0.7%,-8.6%,-1.4%
CC(=O)c1cc2ccccc2oc1=O,-1.1%[24.8 µM],·,·,-1.7%,33.9,-9.0%,-2.4%[17 µM],7.7%[16.9 µM],-2.1%,0.2%,2.2%
Cc1ccc(-c2c(C#N)c(N)n3c(nc4ccccc43)c2C#N)cc1,15.9%,?,5.3%,13.8%,-10.8,-10.1%,?,?,1.0%,18.4µM*,0.2%
Cc1cc(NC(=O)CSc2nc(=O)cc(N)n2-c2ccc(F)cc2)no1,·,3.4%,0.4%,-1.2%,2.8,-2.7%,8.2%,15.0%,-2.3%,-8.1%,0.1%
Cc1ccc(C(=O)NCc2nnc(SCC(=O)Nc3sc4c(c3C#N)CCCC4)n2C)cc1,-26.4%,-8.1%,6.1%,-4.6%,8.2,8.8%,-8.0%,-4.0%,-3.9%,?,0.4%

# High-throughput results: PubChem BioAssay, National Center for Advancing Translational Sciences (NCATS)

# An excerpt (hit frequency here may not be typical).
